Platelet DG rel = platelet dense granule release activity; human platelet-rich plasma, SFLLRN dense granule ATP release, luminescence; 300,000 tested, 0.22% active; inhibition, %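 (compounds screened at 7.5 µM in platelet-rich plasma)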;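 active = mean replicate score, as percent of positive control, at or above 50; inconclusive = mean below 50 but at least one replicate at or above 50; inactive = mean and every replicate below 50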
KLF5 inhibitor = suppresses KLF5 promoter-driven expression; DLD-1 KLF5 promoter-luciferase reporter, luminescence; inhibition, % at 5 µM; 290,000 tested, 0.23% active;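 active = inhibition above a per-plate limit of that plate's mean compound inhibition plus 3 SD, cut at about 60% in these data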;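 also: 0% = DMSO wells and 100% = LY294002 at 200 µM; higher means less KLF5 promoter-driven luciferase light; inactives centre near -14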
HSF1 inhib = HSF1 inhibition | NIH3T3-HGL HSE-luciferase, MG132-induced, luminescence 8 h; active compounds read low | activity change, negative = inhibition, % at 7.5 µM (by protocol) | 300,000 tested, 0.77% active;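 active = more than half of replicate wells show activity change below -50%, luminescence cut by over half; inconclusive = some wells, but at most half, below -50%; inactive = no replicate well below -50%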;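 also: luciferase reports HSF-1 transcriptional activity via heat shock element; 0% = median of DMSO wells and -100% = zero luminescence signal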
HIF activator = HIF pathway transcriptional activation; U2OS HRE-luciferase reporter, luminescence; normalized: DMSO 0%, desferrioxamine 100%; 300,000 tested, 0.32% active; activation, % at 7.5 µM (by protocol);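 active = mean activation of at least 10% of the iron chelator positive control signal, with at least half of replicates also reaching 10%; inconclusive = mean and replicate majority disagree about reaching 10%; inactive = mean and most replicates under 10%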
AI-2 QS mod = modulates the Vibrio harveyi AI-2 quorum sensing system. activity change, % at 7.5 µM. Vibrio harveyi JMH597 AI-2 luminescence/OD600 ratio, 9 h; active compounds read low; strain lacks LuxN and CqsS sensors; 0 = neutral-control median. AID 2094. 300,000 tested, 0.4% active; in the data active = activity change below about -75%, passing the limit was not always enough; inconclusive = no clear call, values can overlap the other calls;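 also: luminescence divided by OD600 gain over 9 h not by final OD600 alone; inactives centre near 13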
aSyn UTR inh = MLPCN primary screen, SNCA 5' untranslated region; alpha-synuclein 5'UTR reporter, inhibitor activity; 300,000 tested, 0.82% active; inhibition, % (tested at 7.5 µM); AID 1813; in the data active = inhibition above about 60%; inconclusive = no clear call, values can overlap the other calls;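 also: H4 neuroglioblastoma cells stably carrying SNCA 5'UTR luciferase fusion; 0% = DMSO wells and 100% = positive control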
HSP90 refold inh = HSP90 refolding inhibition in rabbit reticulocyte lysate; inhibition, % at 5.6 µM; 290,000 tested, 0.91% active; luciferase refolding luminescence, 3 h;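 active = inhibition above the screen-wide mean plus 3 SD, computed separately per campaign, cut at about 16% in these data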;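 also: 0% = DMSO wells and 100% = 60 µM geldanamycin wells; inhibitors lower the luminescence because luciferase stays unfolded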
IEC-6 tox = counter-screen for KLF5 inhibitors: cytotoxicity in IEC-6 cells; inhibition, % at 5 µM; AID 1825; IEC-6 cytotoxicity, luminescence viability; 290,000 tested, 0.78% active; in the data active = inhibition above about 22%;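 also: 0% = plate median of test compound wells and 100% = cytotoxic reference compound wells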
HSF-1 act = increases HSF-1 driven luciferase reporter signal. NIH3T3-HGL HSF-1 luciferase reporter, MG132, 8 h; 100% = twice DMSO control signal. 300,000 tested, 1.7% active. AID 504408. activation, % at 9 µM;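 active = mean replicate activation of at least 50% with a set share of replicates each reaching 50%; inconclusive = only one of those two conditions met; inactive = mean below 50% and too few replicates reaching it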;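 also: 0% = median of the neutral control wells and 100% = twice that signal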
HDAC3 inh = blocks human histone deacetylase 3 | O15379 | recombinant HDAC3, fluorogenic peptide/trypsin coupled, fluorescence | inhibition, % at 8.3 µM | 320,000 tested, 0.15% active; in the data active = inhibition above about 26%, passing the limit was not always enough; inconclusive = no clear call, values can overlap the other calls
Target sequence (O15379 whole entry, looked up): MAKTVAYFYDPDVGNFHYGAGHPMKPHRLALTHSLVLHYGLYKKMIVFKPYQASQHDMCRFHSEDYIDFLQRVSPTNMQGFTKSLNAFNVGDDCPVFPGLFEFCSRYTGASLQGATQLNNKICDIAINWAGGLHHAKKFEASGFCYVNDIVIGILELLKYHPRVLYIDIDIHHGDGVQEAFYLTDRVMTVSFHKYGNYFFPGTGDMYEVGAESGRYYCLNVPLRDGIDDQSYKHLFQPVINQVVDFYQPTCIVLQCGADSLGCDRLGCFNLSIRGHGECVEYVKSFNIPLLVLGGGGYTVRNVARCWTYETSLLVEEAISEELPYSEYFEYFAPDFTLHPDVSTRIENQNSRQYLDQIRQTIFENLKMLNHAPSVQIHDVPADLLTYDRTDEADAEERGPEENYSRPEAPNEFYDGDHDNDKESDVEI
* = called active by the depositor; ? = inconclusive; / = no result given.

| SMILES | AI-2 QS mod | HSP90 refold inh | HSF-1 act | IEC-6 tox | HIF activator | HSF1 inhib | HDAC3 inh | aSyn UTR inh | KLF5 inhibitor | Platelet DG rel |
| --- | --- | --- | --- | --- | --- | --- | --- | --- | --- | --- |
| COc1ccc(C(=O)Nc2sc(C(=O)N(C)C)c(C)c2C#N)cc1[N+](=O)[O-] | 16 | 1 | -19 | 7 | 0.0 | 1 | 1 | 1 | -5 | 3 |
| CC1CCCCN1CCCNc1ccc(C(CC(N)=O)NC(=O)Cc2ccc(Cl)cc2)cc1[N+](=O)[O-] (stereo unspecified) | 15 | -4 | 6 | 2 | 0.5 | -2 | 9 | 25 | 1 | 3 |
| CC(C)(C)NC(=O)Cn1c(SCC(=O)NC2CCCCC2)nc2ccccc21 | 22 | 0 | -7 | 0 | 0.1 | -1 | -4 | 23 | -7 | -9 |
| CC(C)C(=O)NC(=S)Nc1ccccc1C(=O)NC1CCCCC1 | 21 | 0 | -12 | -4 | 0.5 | 3 | -4 | 3 | -18 | -8 |
| CCc1ccc(NC(=O)C2CCN(c3c(N4CCCC4)c(=O)c3=O)CC2)cc1 | 17 | -5 | 4 | -4 | -0.1 | -4 | 2 | 18 | -28 | -12 |
| Cc1[nH]n(C2=NCCS2)c(=O)c1N=Nc1ccccc1 | 11 | 0 | 34 | -5 | 0.4 | 36 | 60* | 2 | -20 | -4 |
| COc1ccc(N2CCN(C(=O)Cn3nnc(-c4cccs4)n3)CC2)cc1 | 36 | -3 | -1 | -7 | -0.2 | 1 | -1 | 25 | -9 | -5 |
| Cc1ccc(S(=O)(=O)NCCN2CCOCC2)cc1C | 22 | -4 | -4 | -4 | -0.5 | -3 | 6 | 5 | -47 | -5 |
| Cc1cc(NN)nc(NS(=O)(=O)c2ccc(Cl)cc2)n1 | 28 | -3 | 25 | 1 | -0.3 | -5 | / | 0 | 4 | -10 |
| N=c1c(C(=O)NCc2ccco2)cc2c(=O)n3ccccc3nc2n1Cc1ccccc1 | 34 | 0 | -7 | -15 | 0.0 | 1 | -32 | -5 | -21 | 32 |
| COc1ccc(C(=O)Nc2ccc3ccccc3n2)c(OC)c1OC | 13 | 41* | -45 | 2 | -1.2 | -29 | -1 | 44 | 29 | 2 |
| Cc1cc(N2CCCC2)ccc1/C=N/n1cnnc1 | 3 | 3 | -4 | 1 | -0.3 | -9 | 2 | -6 | -19 | 15 |
| CC1(C)CC(OC(=O)c2ccccc2)CC(C)(C)N1 | 26 | -2 | -16 | -1 | -0.1 | -3 | 1 | 8 | 8 | -2 |
| O=C(O)CN1C(=O)COc2cc(S(=O)(=O)N3CCCC3)ccc21 | 39 | 1 | 3 | 1 | -0.2 | -2 | 3 | -6 | -43 | -9 |
| CCN(CC(=O)Nc1cc(Cl)ccc1C)C(=O)CCOc1ccccc1C | 9 | 2 | 14 | 2 | 0.0 | 11 | -3 | 6 | 6 | -15 |
| CC(C)(C)[C@H]1C=C(C(=O)NCc2ccccc2)O[C@@H](OCc2ccc(CO)cc2)C1 | 1 | 14 | -8 | -5 | -0.3 | -1 | 10 | 7 | 2 | -4 |
| O=C(NCCS(=O)(=O)NCc1ccccc1Cl)c1ccc2c(c1)OCO2 | 12 | / | 5 | / | 0.0 | -2 | 2 | 8 | / | 17 |
| COc1ccc(NC(=O)C(C)N(c2ccc(C)cc2)S(C)(=O)=O)c(OC)c1 (stereo unspecified) | 0 | -2 | 2 | -2 | -0.3 | 1 | -3 | 8 | -15 | 12 |
| Cc1ccc(C)c(C(=O)NCCN(C)C)c1 | 16 | 5 | -2 | 4 | 1.1 | 1 | 1 | -5 | 7 | -1 |
| CCc1nnc(NC(=O)CN2CCN(S(C)(=O)=O)CC2)s1 | 18 | -2 | -2 | -5 | -0.2 | -2 | -5 | -5 | -20 | 5 |
| Cc1nn(-c2ccccc2)c(Cl)c1C(=O)NCC(=O)O | 42 | -1 | / | 1 | -0.2 | / | 1 | -2 | -6 | -10 |
| Cc1ccc(S(=O)(=O)NCCC(c2ccc(F)cc2)c2ccco2)cc1 (stereo unspecified) | 5 | 4 | 32 | 3 | -0.2 | 21 | 16 | 17 | 6 | -17 |
| Nc1c(C(=O)C2CC2)sc2nc(-c3cccs3)cc(C(F)(F)F)c12 | 28 | -4 | 1 | 2 | 0.3 | -6 | -11 | -4 | -31 | 4 |
| COc1ccc(NC(=O)CN(Cc2ccccc2)Cc2ccccc2)cc1S(N)(=O)=O | 1 | 0 | -8 | 0 | -0.9 | 5 | 5 | -4 | 8 | -11 |
| CCOC(=O)N1CCC(NC(=O)CCC(=O)N2CCOc3ccc(C)cc32)CC1 | -3 | 3 | 21 | 8 | 0.0 | 2 | -1 | 19 | -14 | -5 |
| O=C(Nc1ccc(N2CCN(C(=O)c3ccccc3)CC2)cc1)c1cccs1 | 5 | 8 | -34 | 6 | 0.6 | -13 | -1 | -2 | -13 | 21 |
| C=CCn1c(-c2cccnc2Cl)nc2ccccc21 | 14 | -6 | -5 | 4 | 0.0 | 0 | -11 | 19 | -35 | 1 |
| O=c1[nH]c2cc3c(cc2cc1CN(CC1CCCO1)S(=O)(=O)c1ccccc1)OCCO3 (stereo unspecified) | 10 | 0 | -15 | 2 | -0.3 | -3 | -3 | 19 | -14 | 2 |
| CNC(=O)C(=O)N/N=C/c1ccccn1 | -3 | 1 | 0 | 2 | -0.1 | 0 | 4 | 11 | 3 | -6 |
| Cc1cc(C)c(S(=O)(=O)N2CCCC2CNC(=O)c2ccc3c(c2)OCO3)c(C)c1 (stereo unspecified) | 22 | / | -1 | / | -0.3 | 2 | 10 | -5 | / | 5 |
| CC(CNS(=O)(=O)c1ccc2c(c1)CC(=O)N2C)c1ccccc1 (stereo unspecified) | 4 | -1 | 6 | 9 | 0.6 | 2 | 1 | -1 | -19 | -20 |
| CCOC(=O)C1(C/C(C)=N/NC(N)=O)CC(C)OC1=O (stereo unspecified) | 20 | 10 | 1 | -7 | -0.5 | 11 | / | 21 | 1 | 2 |
| COc1cccc(NC(=O)CN(C)C(=O)c2cc(-c3cccc(Br)c3)nc3ccccc23)c1 | -3 | / | 19 | / | -0.4 | 4 | -1 | 7 | / | -2 |
| CN(C)S(=O)(=O)c1cccc(NC(=O)CSc2nnnn2-c2ccccc2)c1 | 18 | 2 | 8 | 4 | 0.0 | -4 | -3 | 3 | -13 | 50* |
| C/C(N)=C(/C#N)C(=O)COC(=O)COc1ccc(Cl)cc1 | 17 | 0 | 4 | -5 | 0.1 | -9 | 3 | 11 | 6 | -1 |
| COCCNc1nc(C)cc(-c2cc(C(=O)NCc3ccccc3)on2)n1 | -21 | / | -11 | / | 0.2 | -3 | -3 | 5 | / | 11 |
| Cc1ccc(S(=O)(=O)N2CCSC2=Nc2ccccc2)cc1 | 18 | 2 | -2 | 1 | 0.1 | -6 | -8 | 6 | 15 | 6 |
| CS(=O)(=O)N1CCCC(C(=O)Nc2ccccc2F)C1 (stereo unspecified) | 12 | 4 | 11 | -5 | -0.3 | -5 | -1 | -13 | -40 | 2 |
| CCc1[nH]nc2c1C(Cc1ccccc1)C(C#N)=C(N)O2 (stereo unspecified) | 14 | 8 | -1 | 7 | -0.1 | 3 | 0 | 11 | 12 | 4 |
| O=C(N1CCOCC1)N1CCN(C(=O)N(c2ccccc2)c2ccccc2)CC1 | 19 | 1 | / | -2 | 0.3 | / | 4 | 24 | -14 | 2 |
| c1coc(-c2nnc(-c3ccc4c(c3)OCO4)o2)c1 | 16 | 6 | / | -4 | / | / | / | / | -181 | 1 |
| O=c1c2cc(N3CCOCC3)ccc2[nH]c(=S)n1Cc1cccc(Cl)c1 | 27 | 2 | 11 | 4 | 0.1 | 0 | 0 | 20 | -20 | -3 |
| COc1ccc(C(=O)OCn2nnc3ccccc3c2=O)cc1 | 14 | 2 | -9 | 2 | 0.5 | 6 | 8 | -7 | -6 | 8 |
| COc1ccc2c(c1)c(C(=O)N/N=C/c1cccs1)c(C)n2C | 24 | -1 | 13 | -2 | -0.6 | 3 | 7 | 31 | -17 | 5 |
| O=C(Nc1cccnc1)c1cc(-c2ccc(Br)cc2)on1 | 23 | -2 | 17 | -6 | 1.3 | 17 | -13 | -49 | -16 | -29 |
| O=c1c2c(-c3ccccc3)ccnc2[nH]n1-c1ccccc1 | -13 | 5 | 19 | -1 | 1.3 | 10 | -3 | -127 | -35 | -11 |
| O=C(CCS(=O)(=O)c1cccs1)N1CCCC1 | 11 | -4 | 11 | 0 | 0.9 | 2 | 1 | -124 | -60 | 0 |
| COc1cc2[nH]c(=S)nc(NCc3ccc(C)cc3)c2cc1OC | 5 | 1 | 13 | 5 | 0.4 | 9 | 5 | 9 | 1 | -18 |
| O=C(COc1ccccc1Br)Nc1ccccc1C(F)(F)F | 8 | -1 | 10 | -2 | 1.0 | -3 | 9 | -8 | -4 | -4 |
| CN(C)S(=O)(=O)c1cccc(C(=O)Nc2ccc(S(=O)(=O)N3CCCC3)cc2)c1 | 12 | 1 | -4 | -2 | -0.3 | -5 | -3 | -7 | -8 | -1 |
| CN(C)S(=O)(=O)c1ccc(N=Cc2c(C(F)(F)F)[nH]n(C)c2=O)cc1 | 0 | 3 | 34 | -4 | -0.4 | 7 | -11 | -4 | -26 | -2 |
| CCOC(=O)CNC(=O)Cn1cnc2c(nnn2-c2cccc(Cl)c2)c1=O | 4 | 4 | -5 | 0 | -0.2 | 0 | 2 | 14 | 7 | 2 |
| Cc1cc2oc(=O)cc(Cn3nnc(-c4ccc(Cl)cc4)n3)c2cc1C(C)C | 20 | -1 | 9 | 0 | -0.5 | 12 | -4 | 10 | -18 | 8 |
| N=c1c(S(=O)(=O)c2ccccc2)cc2c(=O)n3ccccc3nc2n1Cc1ccco1 | 19 | -4 | 12 | -15 | 0.1 | 27 | -61 | 9 | 3 | -6 |
| CC(=C/c1ccccc1)/C=N/NC(=O)c1ccccn1 | 31 | 17* | 31 | 0 | -0.4 | 10 | 12 | 6 | -42 | 30 |
| CCN(CC)S(=O)(=O)c1ccc(C(=O)N2CCN(c3ncccn3)CC2)cc1 | 21 | -1 | 22 | 2 | -3.2 | 1 | -9 | 0 | -9 | 13 |
| COc1cccc(N2CCN(S(=O)(=O)c3ccc4nc(-c5ccccc5)[nH]c4c3)CC2)c1 | 19 | 1 | 3 | 0 | -0.2 | 19 | -5 | 44 | -5 | 7 |
| CC1(C)NC(C)(C)/C(=C\c2cccs2)C(=O)C1=O | 23 | 2 | 6 | 6 | -0.8 | -5 | 2 | 6 | -3 | -5 |
| Cc1ccc(NC(=O)c2[nH]cnc2C(=O)NN)cc1 | 37 | 3 | 34 | 14 | 2.0 | 11 | ? | -65 | -31 | 4 |
| O=C(Nc1nncs1)C1CCCC1 | 3 | / | 6 | / | -0.5 | -2 | 2 | 1 | / | 0 |
| CCC12CN3CC(CC)(CN(C1)C31C(=O)N(C)c3ccc(C)cc31)C2=O (stereo unspecified) | 16 | / | -3 | / | 0.0 | -4 | -6 | 2 | / | -4 |
| COC(=O)[C@@H]1C[C@@]2(O)[C@@H](O)[C@@H](O)[C@@H](O)C[C@H]2N1Cc1ccc(C(F)(F)F)cc1 | 11 | / | -2 | / | -0.4 | 0 | -1 | -2 | / | 0 |
| CCN(CC)S(=O)(=O)c1ccc(C(=O)Nc2ccc(C(F)(F)F)n(C)c2=O)cc1 | 22 | -1 | 1 | 0 | -0.8 | -5 | -10 | -6 | -23 | 8 |

Screens from PubChem BioAssay.

Compounds were not picked by outcome (roughly 5% active in at least one column).
